# AMA1-RON2 inh: qHTS for Inhibitors of AMA1-RON; Towards Development of Antimalarial Drug Lead: Primary Screen. Plasmodium falciparum AMA1 (3D7) - RON2 peptide interaction. AlphaScreen AMA1-biotinylated RON2 peptide binding. actives 0.2% (n = 360,000). AID 720542, 2013. Potency, µM (titrated, usually from 58.2 µM), for inactives: at the top dose activity change, negative = inhibition, most hits filed as inhibitors;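 further: potency means the concentration at half of the fitted maximal effect; 0% = vehicle wells and -100% = peptide control; nearly all actives have a fitted effect of over 45% in size; some results filed as inactive show a strong effect at the top dose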
#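 AMA1 (3D7) with his tag at 25 nM final met compounds first, then biotinylated RON2 peptide at 25 nM; detection used donor plus acceptor beads, 10 µg/mL apiece, read by AlphaScreen after 30 min at room temperature.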
# CHX counter: Cycloheximide Counterscreen for Small Molecule Inhibitors of Shiga Toxin | cell reporter, cycloheximide protein synthesis inhibition counterscreen | max response, % | actives 12% (n = 300,000) | AID 2314, 2010; in the data active means max response mostly above about 13%, no sharp cut-off; inactive means mostly below about 14%; further: read at 38.3 µM for the half of the compounds with a filed dose; 0% is about no effect
# AmpC no deterg: qHTS Inhibitors of AmpC Beta-Lactamase (assay without detergent) | P00811 | AmpC nitrocefin hydrolysis, absorbance 480 nm, 0.0001% Triton | Potency, µM (titrated, usually from 57.1 µM), for inactives: at the highest dose activity change, negative = inhibition, hits mostly inhibitors | actives 0.52% (n = 330,000) | AID 485341, 2010;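 further: potency means the concentration at half of the fitted maximal effect; plate controls were no compound for no effect and no enzyme for full effect; nearly all actives have a fitted effect of over 20% in size; some results filed as inactive show a strong effect at the top dose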
# Target sequence (P00811 whole entry, looked up): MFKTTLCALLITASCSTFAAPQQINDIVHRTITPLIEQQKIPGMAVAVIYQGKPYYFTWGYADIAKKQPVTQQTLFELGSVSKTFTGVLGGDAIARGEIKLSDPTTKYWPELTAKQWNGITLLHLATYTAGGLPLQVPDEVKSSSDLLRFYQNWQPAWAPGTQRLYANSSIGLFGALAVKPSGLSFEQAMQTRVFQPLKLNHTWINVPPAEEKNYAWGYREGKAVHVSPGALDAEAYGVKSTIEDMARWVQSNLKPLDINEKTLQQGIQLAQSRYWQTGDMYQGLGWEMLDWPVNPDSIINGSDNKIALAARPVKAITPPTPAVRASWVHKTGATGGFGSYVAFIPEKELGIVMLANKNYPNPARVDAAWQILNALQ
#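 AmpC (5.3 nM in the dispensed reagent) in 20 mM phosphate pH 7.0 with 0.01% (detergent screen) or 0.0001% Triton X-100 was preincubated with compounds for 15 min at room temperature. Nitrocefin was then added from an 800 uM solution, and hydrolysis was followed at 480 nm.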
# AmpC inh detg: qHTS Inhibitors of AmpC Beta-Lactamase (assay with detergent); P00811; AmpC hydrolysis of nitrocefin, absorbance 480 nm, 0.01% Triton; Potency, µM (titrated, usually from 114 µM), without a hit: at the top dose activity change, negative = inhibition, usual class: inhibitors; actives 0.041% (n = 370,000); AID 485294, 2010;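 further: potency means the concentration at half of the fitted maximal effect; 0% = no-compound wells and -100% = no-enzyme wells; nearly all actives have a fitted effect of over 25% in size; some results filed as inactive show a strong effect at the top dose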
#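 AmpC (5.3 nM in the dispensed reagent) in 20 mM phosphate pH 7.0 with 0.01% (detergent screen) or 0.0001% Triton X-100 was preincubated with compounds for 15 min at room temperature. Nitrocefin was then added from an 800 uM solution, and hydrolysis was followed at 480 nm.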
# FBPA Giardia inh: qHTS Assay for Inhibitors of Fructose-1,6-bisphosphate Aldolase from Giardia Lamblia | A8B2U2 | purified Giardia FBPA | Potency, µM (doses to about 59.6 µM), inactives show at the highest dose activity, negative = inhibition, most hits filed as inhibitors | actives 0.71% (n = 290,000) | AID 2451, 2010; further: potency means the concentration at half of the fitted maximal effect; on the % scale 0 is the no-effect control and ±100 the full control effect; nearly all actives have a fitted effect of over 55% in size
# Target sequence (A8B2U2 whole entry, looked up): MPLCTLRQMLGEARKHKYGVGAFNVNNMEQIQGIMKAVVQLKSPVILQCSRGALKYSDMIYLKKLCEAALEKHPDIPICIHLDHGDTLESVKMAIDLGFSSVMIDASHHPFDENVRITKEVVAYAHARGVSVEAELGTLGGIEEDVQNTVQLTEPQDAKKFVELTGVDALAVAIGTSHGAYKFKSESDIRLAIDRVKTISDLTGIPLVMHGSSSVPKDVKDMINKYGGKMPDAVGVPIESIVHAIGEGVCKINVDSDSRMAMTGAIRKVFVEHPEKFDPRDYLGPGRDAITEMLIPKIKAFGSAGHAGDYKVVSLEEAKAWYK
#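 40 nM FBPA preincubated 10 min at RT with compound (up to 57.5 uM final), then substrate plus GAPDH/TPI/NAD/arsenate coupling and diaphorase/resazurin added. Fluorescence read after 20 min at RT, 525/598 nm.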
# Shiga inhibitor: A qHTS for Small Molecule Inhibitors of Shiga Toxin; actives 9.2% (n = 290,000); Vero cells, Shiga toxin protein synthesis inhibition reporter; inhibition, % at 38.7 µM; AID 2315, 2010; in the data active means inhibition mostly above about 28%, no sharp cut-off; inactive means mostly below about 43%; further: 0% is about no effect
# HCMV inh: qHTS Assay for inhibitors of the human cytomegalovirus (HCMV); HFF cells, HCMV-luciferase reporter, 72 h; hits give low values; activity change, negative = inhibition, % at 57.5 µM; actives 4.5% (n = 410,000); in the data active means activity change below about -60%; inconclusive means no clear call, values can overlap the other calls; inactive means above about -39%; further: on the % scale 0 is the no-effect control and ±100 the full control effect
#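 Cell-based, HFFs, 1000 cells/well, 16 h 37C; cpds in DMSO + HCMV-luc, MOI 1 PFU/cell; 72 h 37C; OneGlo luminescence after 5 min RT; norm. to buffer vs Salinomycin 10uM.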
# The depositor's hits bear a star; ? = inconclusive; . = no result given; + = active, no number; & = joins results of further samples; [ ] = dose if it differs, or a comment. Unless noted, the call rests on the fitted dose curve; in most records, active means well fitted curve in the direction sought with a large enough effect; inconclusive means small, poorly fitted or top-dose-only effect, or another doubt; inactive means no such curve, though single readings can be large; an effect the other way counts as inactive or inconclusive.
canonical_smiles	AMA1-RON2 inh	CHX counter	AmpC no deterg	AmpC inh detg	FBPA Giardia inh	Shiga inhibitor	HCMV inh
O=C(CCCCCNc1nc(=S)[nH]c2ccccc12)NCCC1=CCCCC1	38%[activator]	-3	-51%	-5%	4%	-5	-6
CN(C(=O)COC(=O)c1ccccc1Cc1ccccc1)C1CCS(=O)(=O)C1 (stereo unspecified)	-1%	9	103%[activator]	-11%	.	15	-29
COC(=O)[C@@H]1C[C@@]2(O)[C@@H](O)[C@@H](O)[C@@H](O)C[C@H]2N1Cc1ccc(C(F)(F)F)cc1	11%	12	35%	-6%	-1%&0%	-6	4
O=C1Nc2ccc(Br)cc2C12NNc1ccccc1O2 (stereo unspecified)	61%[activator]	11	-54%	-1%	-6%	19	-30
Cc1ccc(C)c(C2C(C#N)=C(N)Oc3cc(C)oc(=O)c32)c1 (stereo unspecified)	0%	-2	-18%	-5%	0%	-8	7
CCC(=O)NC(NC(=S)Nc1cccc2cccnc12)C(Cl)(Cl)Cl (stereo unspecified)	36%[activator]	4	-34%	?	-15%	-10	45
CS(=O)(=O)c1ccccc1C(=O)N(CCC1=CCCCC1)c1c(N)n(Cc2ccccc2)c(=O)[nH]c1=O	0%	.	85%[activator]	-5%	.	.	-15
OCC1(Cc2ccccc2)CCN(Cc2cc3ccccc3o2)CC1	-7%	1	188%[activator]	14%	1%	33	-26
COc1ccc(/C=C/C(=O)OCC(=O)Nc2ccc3[nH]c(=O)[nH]c3c2)cc1OC	-12%	.	-1%	-1%	.	.	-17
Cc1ccc(C(=O)NC(=S)Nc2ccc3[nH]c(=O)[nH]c3c2)c(C)c1	5%	-2	-11%	-13%	-1%	-2	?
Cc1ccc(NC2=C(Cl)C(=O)OC2OC(C)C)c(C)c1 (stereo unspecified)	-5%	-2	-18%	-4%	3%	-7	?
NS(=O)(=O)c1cccc(NC(=O)COC(=O)C2CCCCC2)c1	4%	0	-23%	-7%	7%	-4	?
Cc1cc(C)c(NC(=O)CN2C(=O)NC3(CCCc4ccccc43)C2=O)c(Cl)c1 (stereo unspecified)	10%	.	-22%	-21%	.	.	-16
Cc1ccsc1C1C(C#N)=C(N)OC2=C1C(=O)CC(C)(C)C2 (stereo unspecified)	-4%	5	-31%	2%	4%	-18	-16
O=C1NC(SCCCF)=N/C1=C/c1ccc(-n2cncn2)cc1	-6%	0	-9%	-3%	-4%	-3	-27
CCOc1ccc(-n2ccnc(SCC(=O)NCCc3ccccc3)c2=O)cc1	17%	.	2%	-28%	.	.	-24
Cc1ccc(S(=O)(=O)N2CCN(C(=O)N(c3ccccc3)c3ccccc3)CC2)cc1	-7%	1	-6%	-12%	0%	-6	?
O=C(NC(NCC1CCCO1)C(Cl)(Cl)Cl)c1cccc2ccccc12 (stereo unspecified)	6%	-4	?	0%	-5%	17	-26
O=C(CCc1nnc(Cc2ccc(-c3ccccc3)cc2)o1)NCCc1ccccn1	27%	9	166%[activator]	0%	-8%	8	-40
Cn1c(=O)c2c(O)cc(=O)[nH]c2n(-c2ccccc2)c1=O	17%	2	-25%	-19%	12%	-5	-7
CCOC(=O)c1sc(N2C(=O)C(O)=C(C(=O)c3ccc(C)o3)C2c2cccc([N+](=O)[O-])c2)nc1C (stereo unspecified)	33%[activator]	2	-30%	0%	-13%	-7	-23
O=C1CCC(=O)N1CN(Cc1ccco1)CN1C(=O)CCC1=O	-21%	1	-17%	-8%	7%	4	3
COc1ccc(OCCNc2c([N+](=O)[O-])c(=O)oc3ccccc23)cc1	-7%	-2	28µM*	?	3%	7	7
Cc1ccn2c(=O)nc(SCC(=O)N3CCCc4ccccc43)nc2c1	-2%	.	-2%	0%	.	.	-27
Oc1cccc2ccc(Nc3ccccn3)nc12	-89%	113*	-14%	-8%	20%	+	-103*
O=C(Nc1ccc2[nH]ncc2c1)c1ccccc1Cl	-2%	16*	-33%	-8%	-8%	22	32
CCN(CC)c1nc(C)nc2c1sc(=S)n2C	-13%	1	-14%	5%	6%	-8	-22
CC[C@]1(c2ccccc2C)ON(c2ccccc2C(F)(F)F)C1=O	7%	.	-30%	5%	.	.	34
CC(C)c1ccc(CNC(=O)C(=O)NCC2CCCO2)cc1 (stereo unspecified)	-5%	10	2%	4%	4%	25	123
Cc1ccc(NC(=O)c2ccc(NCCCN3CCC(C)CC3)c([N+](=O)[O-])c2)cc1F	-12%	3	-19%	3%	9%	-13	-39
NC(=O)c1ccc(NC(=O)CSc2nnc(-c3ccncc3)n2Cc2ccco2)cc1	-27%	-4	-12%	4%	-1%	-2	11
COc1ccccc1-n1c(=S)[nH]c2c(sc(=S)n2-c2ccc(C)cc2C)c1=O	0%	5	-16%	-14%	?	3	.
C=CCc1cc(/C=C2/NC(=S)NC2=O)cc(OC)c1O	17%	2	-29%	3%	-6%	-15	102
O=C(CCNS(=O)(=O)c1ccc(OC(F)(F)F)cc1)NCCc1c[nH]c2ccccc12	1%	.	-3%	3%	.	.	0
O=C(CN1C(=O)c2ccccc2S1(=O)=O)Nc1ccccc1	0%	-3	-19%	-11%	0%	33	-1
Cc1cc(C)cc(NC(=S)N=Nc2c(O)n(C)c3ccc(S(=O)(=O)N4CCOCC4)cc23)c1	24%	-2	-15%	-2%	-23%	-3	?
CCOC(=O)C1=C(CC)Nc2ccccc2N=C1NC(=O)Cn1cnc2ccccc2c1=O	8%	-2	-6%	?	-5%	0	.
Cc1cc(-c2nn(-c3ccccc3F)cc2CNCCc2cnc[nH]2)c(C)s1	24%	-1	92%[activator]	-2%	-7%	-11	11
O=C(Nc1ccc(Br)c2ccccc12)c1ccc2ccccc2c1O	-9%	22*	-34%	-4%	-29%	44*	-100*
COc1ccc(-c2nc(CS(=O)(=O)CC(=O)NCc3cccc(F)c3)c(C)o2)cc1	-3%	-3	-3%	-5%	6%	-2	-9
Cc1cc(C)cc(Nc2ccc([N+](=O)[O-])nc2[N+](=O)[O-])c1	0%	-3	-17%	1%	-11%	-14	5
O=C(N/N=C1\CCCc2ccccc21)C(O)c1ccccc1 (stereo unspecified)	11%	5	-20%	?	-7%	-6	54
Cc1cc(N2C(=O)C(O)=C(C(=O)c3cc4ccccc4o3)C2c2cccc(Cl)c2)no1 (stereo unspecified)	25%	7	-33%	6%	.	25	-24
CCN(CCCNC(=O)CCCn1c(=O)[nH]c2ccccc2c1=O)c1cccc(C)c1	-14%	-1	46%	0%	-7%	-11	14
CC(=O)N1C(=O)C2(Nc3ccccc3N2)c2ccccc21	0%	-2	.	1%	0%	-8	-2
CCOc1ccc(NC(=O)N2CCC(NC(=O)C(Cc3ccccc3OC)NC(C)=O)CC2)cc1 (stereo unspecified)	-2%	4	-4%	-9%	1%	-12	1
Cc1cnc(C(=O)OCC(=O)NC23CC4CC(CC(C4)C2)C3)cn1	0%	12	-16%	2%	3%	21	6
CCN(Cc1ccccc1)C(=O)CCS(=O)(=O)c1ccc2c(c1)oc(=O)n2C	14%	1	19%	6%&-11%	.	1	-34&-5
Cc1ccc(/C=N\n2c(-c3ccccc3)n[nH]c2=S)s1	109%[activator]	-3	-36%	-1%	0%	-16	1
Cc1cccc(-c2noc(CNC(=O)c3ccoc3C)n2)c1	2%	11	-38%	1%	.	8	9
COc1cccc(N2CCN(C(=O)CN(c3ccc(C)cc3)S(=O)(=O)c3c(C)n[nH]c3C)CC2)c1	-2%	-2	111%[activator]	?	-9%	-11	17
COc1cccc(-c2cc(C(=O)N3CCN(Cc4ccc5c(c4)OCO5)CC3)on2)c1	-30%	1	81%[activator]	-5%	4%	10	-11
Cc1nn(-c2ccccc2)c2sc(C(=O)OC3CCOC3=O)cc12 (stereo unspecified)	-3%	0	65%[activator]	?	-5%	-3	11
CC(C)NC(=O)N(C)C[C@H]1Oc2ccc(NC(=O)Nc3ccc4c(c3)OCO4)cc2C(=O)N([C@H](C)CO)C[C@@H]1C	5%	.	2%	.	.	.	19
CN(Cc1nc(-c2cnccn2)no1)Cc1n[nH]c2c1CCCCC2	17%	3	-10%	1%	17%	24	-10
CN(Cc1cccc(-n2cccn2)c1)Cc1cn(C)nc1-c1ccccc1F	6%	-2	39%	5%	0%	14	-19

# Following part:
canonical_smiles	AMA1-RON2 inh	CHX counter	AmpC no deterg	AmpC inh detg	FBPA Giardia inh	Shiga inhibitor	HCMV inh
CC(=O)OC(COc1ccc(F)cc1)Cn1cnc2ccccc21 (stereo unspecified)	-7%	1	41%	-1%	-9%	-8	-4
O=C(Nc1ncccc1O)c1ccc(Cl)c(S(=O)(=O)N2CCCCCC2)c1	76%[activator]	.	-42%	?	.	.	8
c1cc2c3c(cccc3c1)NC1(CCCCCC1)N2	-6%	-3	?	-1%	-5%	-10	47
Cc1nc2c(c(=O)n1Cc1ccco1)c1nc3ccccc3nc1n2Cc1ccccc1	.	-3	24%	2%	-27%	-14	.
Cc1cc[n+]2n1CC(O)C2 (stereo unspecified)	25%	-2	2%	1%	-2%	-10	14
Cc1cc(C)c2nc(N3CCOCC3)c(C#N)cc2c1	33%[activator]	5	-1%	?	-6%	13	49
O=[N+]([O-])c1ccc(CN2CCC(Cc3ccccc3)CC2)cc1	?	-2	-25%	?	-25%	-6	-10
CCCOc1ccc2c(c1)C(=NN=C(N)N)c1cc(OCCC)ccc1-2	-4%	-4	-36%	11%	-11%	-6	39
CCn1nc(CC(=O)Nc2ccc(-n3cnnn3)c(C)c2)c2ccccc2c1=O	22%	-3	-11%	-3%	2%	22	5
Cc1nc(CN2CCN(Cc3nc(C(c4ccccc4)c4ccccc4)no3)CC2)cs1	-10%	-2	188%[activator]	7%	2%	-3	1
CN(C(=O)CCNC(=O)N1CC(=O)Nc2ccccc21)C1CCCCC1	0%	2	0%	-2%	-3%	-6	-30
N/C(=N\OC(=O)CCCOc1ccccc1)c1ccc(Br)cc1	18%	1	-23%	?	-3%	-11	27
C=CCN(c1ccccc1)S(=O)(=O)c1ccc2c(c1)N(C(C)=O)CCO2	-2%	0	8%	-12%	12%	1	-40

# Assay outcomes from PubChem.

# Hits appear at their usual frequency, and some 16% of all compounds hit somewhere here.
